uPA generation: blocks generation of uPA at the cell surface | cell surface uPA generation assay, qHTS | Potency, µM (doses to about 38.3 µM), for inactives: at the highest dose activity change, negative = inhibition, hits mostly inhibitors | 0.31% of 330,000 active; active = well fitted inhibition curve with a large enough effect; inconclusive = small, poorly fitted or top-dose-only effect; inactive = no such curve, though single readings can be large or run the other way; tested in mouse RAW 264.7 cells; also: potency is read from the fitted curve at half-maximal effect; % is scaled to controls: 0 for no effect and ±100 for the full control effect; nearly all actives have a fitted effect of over 55% in size
Rab9 prom act: activates the Rab9 promoter; Huh7 Rab9 promoter-luciferase reporter, luminescence, 24 h; Potency, µM (titrated, usually from 9.22 µM), inactives show top-dose activation, negative = inhibition, most hits filed as activators; 2.8% of 320,000 active; AID 485297; also: potency is read from the fitted curve at half-maximal effect; % of control where 0% means no effect; nearly all actives have a fitted effect of over 60% in size
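Luciferase signal after 10 min detection reagent at ambient indicates Rab9 promoter upregulation; stably transfected Huh7 cells were treated 24 h with compound in DMSO at 37 °C, 5% CO2.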
FLuc counter: inhibits or activates purified firefly luciferase, miR-21 counter-screen. 6.9% of 360,000 active. P08659. purified FLuc, Km substrates, luminescence inhibition. Potency, µM (series often up to 57.5 µM), for the others: at the highest dose activity change, negative = inhibition, hits mostly inhibitors;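 also: potency is read from the fitted curve at half-maximal effect; plate controls were vehicle for no effect and reference inhibitor for full effect; nearly all actives have a fitted effect of over 55% in size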
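Purified P. pyralis luciferase (10nM final) with 10uM D-luciferin and 10uM ATP (Km levels) in 50mM Tris acetate pH 7.5, 10mM Mg acetate, 0.01% Tween-20, 0.05% BSA; qHTS 6-point titration, ~60 µM downward; luminescence read.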
RORgamma inh: ROR gamma (mouse) transcription inhibition | Drosophila S2 Gal4-RORgamma UAS-luciferase reporter, 20 h | Potency, µM (doses to about 53.6 µM), inactives show at the top dose activity change, negative = inhibition, most hits filed as inhibitors | P51450 | AID 2551 | 5.4% of 310,000 active; also: potency is read from the fitted curve at half-maximal effect; % is scaled to controls: 0 for no effect and ±100 for the full control effect; nearly all actives have a fitted effect of over 60% in size
Target sequence (P51450 whole entry, looked up, the tested form may be a part): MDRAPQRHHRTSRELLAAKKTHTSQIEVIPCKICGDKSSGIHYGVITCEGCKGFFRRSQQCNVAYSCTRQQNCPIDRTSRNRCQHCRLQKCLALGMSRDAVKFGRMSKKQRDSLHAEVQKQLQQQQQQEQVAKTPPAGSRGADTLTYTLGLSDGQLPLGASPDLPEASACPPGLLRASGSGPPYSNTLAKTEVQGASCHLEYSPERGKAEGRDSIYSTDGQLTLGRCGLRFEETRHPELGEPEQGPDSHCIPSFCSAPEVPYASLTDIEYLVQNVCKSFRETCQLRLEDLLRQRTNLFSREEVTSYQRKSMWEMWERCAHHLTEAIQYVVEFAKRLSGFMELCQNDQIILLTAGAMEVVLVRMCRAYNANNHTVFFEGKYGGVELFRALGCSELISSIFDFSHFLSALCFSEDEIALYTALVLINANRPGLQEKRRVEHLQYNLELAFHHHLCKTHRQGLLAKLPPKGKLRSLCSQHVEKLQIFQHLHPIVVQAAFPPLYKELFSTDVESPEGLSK
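Using a luciferase readout, inhibitors were identified by reduced reporter activity in Drosophila cells coexpressing a copper-inducible Gal4–ROR gamma fusion and UAS-driven Photinus luciferase, incubated 20 hr after 700 uM copper sulfate.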
VP16 counter: inhibits Gal4-VP16 luciferase reporter, ROR gamma counter-screen; Drosophila S2 Gal4-VP16 UAS-luciferase, luminescence, 20 h; Potency, µM (titrated, usually from 53.6 µM), without a hit: at the highest dose activity, negative = inhibition, hits mostly inhibitors; 3.5% of 310,000 active; AID 2546;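 also: Gal4-VP16 expression switched on by copper sulfate through the metallothionein promoter; potency is read from the fitted curve at half-maximal effect; % is scaled to controls: 0 for no effect and ±100 for the full control effect; nearly all actives have a fitted effect of over 50% in size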
NPC1 promoter act: activators of NPC1 promoter. Huh7 NPC1 promoter luciferase reporter, 24 h. AID 485313. 2.4% of 320,000 active. Potency, µM (top dose mostly 9.22 µM), for the others: at the highest dose activation, usual class: activators;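 also: potency is read from the fitted curve at half-maximal effect; % of control where 0% means no effect; nearly all actives have a fitted effect of over 60% in size; reporter is driven by a mutant NPC1 promoter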
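In 1536-well qHTS, Huh7 cells harboring an NPC1 promoter–luciferase construct received compound for 24 h; activation was quantified by luminescence following luciferase reagent addition.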
KCNH2 3.1 inh: blocks the human KCNH2 3.1 channel isoform. 0.95% of 340,000 active. AID 720553. U2OS KCNH2 3.1, thallium flux FluxOr; hits give low values. activity change, % (tested at about 1.8 µM);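 active = maximum activity change below -70%; inconclusive = maximum activity change from -70% to -50%; inactive = maximum activity change above -50%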;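 also: thallium influx rate constant from kinetic fluorescence after stimulation buffer; % is scaled to controls: 0 for no effect and ±100 for the full control effect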
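Virally transduced U2OS (3.1 isoform, 4 h infection in dark at RT) → overnight 37 C → FluxOr + Red40 in HBSS/HEPES, 45 min → stimulation buffer, 2 min kinetic read → rate constant vs DMSO controls.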
ELG1 genotoxic: inducers of genotoxicity in HEK293T ELG1-luciferase cells; HEK293T ELG1-luciferase reporter, luminescence, 16 h; Potency, µM (doses to about 46 µM), for the others: at the top dose activity change, positive = activation, hits mostly activators; 1.3% of 330,000 active; AID 504466; also: potency is read from the fitted curve at half-maximal effect; % of control where 0% means no effect; nearly all actives have a fitted effect of over 60% in size
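After overnight (16 hr) compound treatment at 37 °C, ELG1-luciferase HEK293T cells were lysed with ONE-Glo; luminescence quantified 30 min later at room temperature.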
Giardia kill: Giardia lamblia killing. 0.15% of 340,000 active. Giardia lamblia trophozoite viability. activity change, % at 7.66 µM, hits read low. AID 540267; in the data active = activity change below about -80%; inconclusive = between about -30% and that limit;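 also: parasites exposed to compound for two days anaerobically before the ATP read; % is scaled to controls: 0 for no effect and ±100 for the full control effect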
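Trophozoite viability was measured as ATP-dependent luminescence, read 15-30 min after reagent addition. Before that, parasites at 100 cells/well were exposed to compounds for 48 h, anaerobically, at 37 deg C.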
Tb PFK block: blocks T. brucei phosphofructokinase; O15648; T. brucei PFK, ADP-Glo luminescence; Potency, µM (top dose mostly 57.5 µM), without a hit: at the top dose activity, negative = inhibition, most hits filed as inhibitors; 0.17% of 330,000 active; AID 485367;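 also: potency is read from the fitted curve at half-maximal effect; 0% = uninhibited 1x PFK enzyme wells and -100% = no-enzyme wells; nearly all actives have a fitted effect of over 60% in size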
Target sequence (O15648 whole entry, looked up): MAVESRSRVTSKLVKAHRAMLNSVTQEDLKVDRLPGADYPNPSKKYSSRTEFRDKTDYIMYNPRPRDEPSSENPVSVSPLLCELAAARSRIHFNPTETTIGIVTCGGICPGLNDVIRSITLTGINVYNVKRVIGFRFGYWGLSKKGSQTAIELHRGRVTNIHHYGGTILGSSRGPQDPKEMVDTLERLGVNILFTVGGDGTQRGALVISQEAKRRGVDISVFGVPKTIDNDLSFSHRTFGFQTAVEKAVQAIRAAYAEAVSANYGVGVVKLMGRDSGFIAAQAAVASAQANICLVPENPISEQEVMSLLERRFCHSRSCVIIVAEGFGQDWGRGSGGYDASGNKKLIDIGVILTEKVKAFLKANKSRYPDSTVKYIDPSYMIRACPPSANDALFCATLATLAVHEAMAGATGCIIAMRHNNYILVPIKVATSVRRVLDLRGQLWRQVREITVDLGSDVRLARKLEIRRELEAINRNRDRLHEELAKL
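Compounds were pin-transferred as a titration series up to 57 uM into substrate buffer (0.5 mM F6P, 0.1 mM ATP, pH 8.0), then 1.25 nM PFK was added and reactions ran 45 min before ADP-Glo detection.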
FBPA coupling cs: inhibits coupling enzyme system, counter-screen for aldolase hits; coupling enzyme system counterscreen, AmpLite Red fluorescence; activity change, negative = inhibition, % at 58.2 µM, hits read low; 0.67% of 290,000 active; in the data active = activity change below about -30%; also: % is scaled to controls: 0 for no effect and ±100 for the full control effect
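Activity here indicates interference with the coupling reaction, not aldolase inhibition. Compounds at 57.5 uM final met coupling enzymes for 10 min at RT; substrate and AmpLite Red detection followed, with a 525/598 nm fluorescence read after 20 min.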
* = called active by the depositor; ? = inconclusive; nt = no result given; [ ] = dose if it differs, or a comment. Unless noted, calls follow the shape of the dose curve; as a rule, active = well fitted curve in the direction sought with a large enough effect; inconclusive = small, poorly fitted or top-dose-only effect, or another doubt; inactive = no such curve, though single readings can be large; an effect the other way counts as inactive or inconclusive.

SMILES	uPA generation	Rab9 prom act	FLuc counter	RORgamma inh	VP16 counter	NPC1 promoter act	KCNH2 3.1 inh	ELG1 genotoxic	Giardia kill	Tb PFK block	FBPA coupling cs
N/C(=N\OC(=O)c1cccc(Br)c1)c1ccccn1	?	4µM*	0.43µM*	10µM*	18µM*	3.5µM*	-16	?	-10	-2%	nt
Cc1ccc(S(=O)(=O)NCC(=O)N(CCc2ccccc2)CC(=O)NCc2ccco2)cc1	-7%	-2%	1%	4%[10 µM]	3%	1%	-9	0%	6	-1%	1
Nc1nc(=S)[nH]c2c1C1(CCCCC1)Cc1ccccc1-2	4%	-4%	1%	2.2µM*	4µM*	2%	-16	4%	0	2%	0
O=C(O)c1ccc(Cl)c(N2C(=O)Nc3ccccc3N2O)c1	-8%	9%	-13%	-2%	5%	-19%	10	4%	-9	-5%	0
Cc1ccc2[nH]c(=O)c(CN3CCCCC3)c(-c3ccccc3)c2c1	-2%	-3%	-2%	-1%	-1%	-2%	4	-3%	10	-1%	-5
COc1ccc(-c2nc(CS(=O)(=O)CC(=O)NCc3cccc(F)c3)c(C)o2)cc1	-12%	3%	2%	-19%	3%	-2%	38	-7%	-1	0%	1
CC(C)(C)C(=O)NC(c1ccccc1)c1c(O)ccc2ccccc12 (centres undefined)	-8%	-2%	1%	?	-8%	-1%	15	-3%	-2	1%	-3
Cc1ccccc1NC(=O)c1ccc2snnc2c1	?	-2%	6%	-4%	25%	-1%	7	3%	15	-8%	2
COc1cccc(OCC(=O)NNC(=O)c2ccc3ccccc3c2)c1	5%	4%	3%	-3%	-13%	2%	11	6%	5	-5%	nt
Cc1ccc2nc(C)c(C(=O)N/N=C/c3cccc([N+](=O)[O-])c3)cc2c1	-3%	-8%	?	22%	-3%	0%	12	0%	-30	0%	6
COc1cc(OC)cc(C(=O)NC2=NCCS2)c1	-7%	26%	11µM*	-7%	3%	3%	-4	?	-8	-1%	9
COc1cc(CN2CC(=O)N(c3ccc(C)c(Cl)c3)C2=S)cc(OC)c1OC	2%	0%	1%	0%	-14%	2%	-25	-7%	29	0%	0
O=C(CCSCc1ccc(Cl)cc1)NCc1cccnc1	4%	-4%	-5%	16%	-10%	-4%	8	19%	-11	-1%	0
C=CCN(c1ccccc1)S(=O)(=O)c1ccc2c(c1)N(C(C)=O)CCO2	-1%	-3%	3%	-6%	-4%	-4%	13	-1%	8	1%	5
CCOc1ccc(NC(=O)Nc2cccc(C(=O)O)c2)cc1	-14%	0.089µM*	0.027µM*	5µM*	5µM*	?	-4	-14%	?	-24%	4
CCCC(=O)Nc1ccc(NC(=O)C23CC4CC(CC(C4)C2)C3)cn1	-3%	15%	-15%	?	5%	3%	-11	?	14	2%	0
COc1cc(OC)cc(C(=O)OCc2cc3ccccc3[nH]c2=O)c1	3%	3%	-2%	11%	0%	8%	-2	-3%	3	1%	2
CC(C)c1ccc(NC2CCCN(C(=O)CCN3CCCC3=O)C2)cc1 (centres undefined)	1%	-1%	2%	1%	0%	-2%	-2	1%	-6	-6%	-1
COc1ccccc1N1CCN(c2cc(=O)n(-c3ccc(Br)cc3)c(=O)[nH]2)CC1	-7%	-6%	3%	-5%	-1%	1%	11	-1%	1	1%	4
Oc1ccc(Nc2nc(-c3ccccc3F)nc3ccccc23)cc1	?	3%	-6%	-4%	1%	3%	14	-7%	-24	0%	1
O=C(Nc1c(C(=O)N2CCN(c3ccccn3)CC2)oc2ccccc12)c1ccc([N+](=O)[O-])cc1	0%	3%	6.7µM*	2%	2%	2%	-105*	-3%[9.26 µM]	20	0%	-1
FC(F)(F)c1nc2nncn2c2c1CCCCC2	-2%	-2%	8%	-4%	-12%	-4%	11	?	11	10%	0
CC1CCc2c(C(=O)NCCN3CCOCC3)csc2C1 (centres undefined)	3%	-2%	0%	34%	?	-1%	4	3%	2	6%	1
Cc1ccc(NC(=O)CN(C)S(=O)(=O)c2cccs2)cc1C	1%	20%	?	?	7.9µM*	13%	0	?	-3	5%	-6
COc1ccc(-c2c(C(F)(F)F)oc3c(CN4CCN(C)CC4)c(O)ccc3c2=O)cc1	-9%	-7%	4%	-2%	-7%	-3%	6	0%	6	0%	-1
Next section
SMILES	uPA generation	Rab9 prom act	FLuc counter	RORgamma inh	VP16 counter	NPC1 promoter act	KCNH2 3.1 inh	ELG1 genotoxic	Giardia kill	Tb PFK block	FBPA coupling cs
CCCn1c2ccccc2c2nnc(SCC(=O)OCC)nc21	8%	-6%	0%	1%	2%	7%	-8	0%	-19	0%	2
COc1ccc(CN2CCC(n3nccc3NC(=O)c3ccc4c(c3)OCO4)CC2)cc1C	-14%	3%	-5%	-7%	-6%	0%	-15	0%	-11	0%	nt
CCOc1ccc(N=Nc2c(=O)[nH]n3c(C)cc(C)nc23)cc1	-3%	5%	-19%	?	-6%	4%	16	3%	18	-5%	3
CN1CCN(S(=O)(=O)c2ccc3[nH]cc(C(=O)O)c(=O)c3c2)CC1	9%	-1%	-3%	-15%	-4%	-1%	-8	-1%	15	1%	0
COc1ccc(/C=N/OCC(=O)Nn2c(C)nc3ccccc3c2=O)cc1	4%	-11%	0%	16%	-1%	-3%	-3	-1%	-13	1%	5
CCOC(=O)C1CCCN(C(=O)c2cc3ccc(OC)cc3[nH]2)C1 (centres undefined)	-1%	11%	-12%	0%	-8%	15%	2	-4%	1	1%	1
O=C(O)c1ccccc1S(=O)(=O)NCC(O)COC1CCCCC1 (centres undefined)	nt	7%	5%	-3%	-10%	-5%	18	16%	1	-2%	4
CCCCN(C(=O)Cn1nnc2ccccc21)C(C(=O)NCCOC)c1ccc(OC)cc1 (centres undefined)	1%	7%	8%	40%	1%	-2%	-7	16%	-18	-3%	1
Clc1ccc(/C=N/Nc2ccccn2)cc1	0%	3.2µM*	6.7µM*	?	?	?	nt	?	-2	-1%	-6
COc1ccc(/C=C(\NC(=O)c2ccco2)C(=O)N2CCCCC2)cc1	-1%	-4%	0%	6%	2%	-1%	-14	-1%	12	1%	4
COc1ccc(OC)c(C(=O)COC(=O)c2cccnc2Cl)c1	2%	6%	?	15%	1%	-5%	-5	1%	18	0%	-1
Cc1ncoc1C(=O)N1CCCC(CCC(=O)NCc2ccccc2F)C1 (centres undefined)	-9%	-9%	1%	3%	-4%	-2%	2	4%	-1	10%	0
Cc1nnc2ccc(-c3cccc(NS(=O)(=O)c4ccccc4Cl)c3)nn12	-8%	1%	8%	nt	nt	-16%	2	?	-5	0%	nt
Cc1ccc(C)c(OCC(=O)NCC(c2ccco2)N2CCCCC2)c1 (centres undefined)	1%	-10%	3%	nt	nt	1%	2	-1%	-29	17%	nt
CCOC(=O)c1sc(NC(=O)c2ccco2)nc1-c1ccccc1	-6%	-6%	0%	?	-27%	0%	-2	-10%	21	-6%	1
Cc1cccc(C)c1NC(=O)CN1C(=O)NC(C)(C2CC2)C1=O (centres undefined)	7%	nt	nt	nt	nt	nt	7	1%	-3	-4%	nt
CC(NC(=O)CSc1nnc(COc2ccccc2)o1)c1ccccc1 (centres undefined)	-2%	2%	-7%	5%[10 µM]	-7%	1%	-5	-1%	13	-1%	4
Cc1ccc(C(=O)OCC(=O)Nc2c(Cl)cc(S(N)(=O)=O)cc2Cl)o1	10%	-3%	0%	-9%	4%	1%	12	-4%	10	0%	1
COc1cccc(NC(=O)CN(C)C(=O)c2cccc(S(=O)(=O)N3c4ccccc4CC3C)c2)c1 (centres undefined)	4%	-3%	2%	nt	nt	-4%	10	-7%	-1	7%	nt
O=C(Nc1nnc(Cc2ccccc2)s1)c1ccccc1	0%	?	-18%	?	-3%	3.2µM*	10	?	1	-3%	1
CC(C)(C)OC(=O)C[C@@H]1C/C=C\C[C@@H](CC(=O)N[C@H](CO)Cc2ccccc2)C(=O)N2CCC[C@@H]2COC1=O	6%	nt	nt	nt	nt	nt	-5	1%	-13	-5%	nt
CN(CC1CCOCC1)C(=O)CC1C(=O)NCCN1Cc1ccc(F)c(F)c1 (centres undefined)	1%	14%	2%	-28%	-10%	-2%	6	3%	8	-2%	nt
CCOc1cc(N2CCOCC2)c(OCC)cc1NC(=O)C1=COCCO1	-9%	-6%	4%	nt	nt	-1%	2	-4%	5	8%	nt
COC(=O)NNC(=O)COc1ccc2ccccc2c1Br	3%	-3%	?	-3%	-3%	0%	23	10%	-22	-2%	1
O=C(COC(=O)c1ccccc1O)Nc1cccnc1Cl	-3%	8%	-13%	2%	15%	5%	-9	1%	44[activator]	-4%	0
O=C1NC(=O)C(CC(=O)N(Cc2cccs2)C2(C(=O)NC3CCCCC3)CCCCC2)N1 (centres undefined)	-6%	-2%	0%	-6%	3%	-1%	3	-3%	-13	0%	1
Cc1cccc(NC(=O)CSCC(=O)N(C)Cc2ccc(Cl)c(Cl)c2)c1	?	-4%	-5%	nt	nt	0%	-6	-2%	3	3%	nt
c1ccc2c(-c3nn[nH]n3)cccc2c1	0%	-1%	-1%	2%	-15%	1%	-12	0%	22	0%	9
